KCNH2 3.1 block: blocks the human KCNH2 3.1 channel isoform | U2OS KCNH2 3.1, thallium flux FluxOr; stronger effect = lower value | activity change, % (tested at about 1.8 µM) | 0.95% of 340,000 active | AID 720553;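 active = maximum activity change below -70%; inconclusive = maximum activity change from -70% to -50%; inactive = maximum activity change above -50%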;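 also: thallium influx rate constant from kinetic fluorescence after stimulation buffer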
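Normalized rate constant (relative to positive and negative DMSO controls) derived from a 2 min kinetic fluorescence read after stimulation; U2OS cells expressing the 3.1 isoform via virus at 1.77 x 10^8 /mL.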
Giardia kill: Giardia lamblia killing | 0.15% of 340,000 active | activity change, % at 7.66 µM, hits read low | Giardia lamblia trophozoite viability; in the data active = activity change below about -80%; inconclusive = between about -30% and that limit;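 also: parasites exposed to compound for two days anaerobically before the ATP read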
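Trophozoites 100 cells/well + cpd; 48 hrs, 37 deg C, anaerobic. ATPLite 1-Step added, 15-30 min RT, luminescence read (ATP-based viability).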
uPA generation: cell surface uPA generation inhibition | cell surface uPA generation assay, qHTS | Potency, µM (top dose mostly 38.3 µM), for the others: at the highest dose activity change, negative = inhibition, hits mostly inhibitors | 0.31% of 330,000 active | AID 540303; active = well fitted inhibition curve with a large enough effect; inconclusive = small, poorly fitted or top-dose-only effect; inactive = no such curve, though single readings can be large or run the other way; tested in mouse RAW 264.7 cells; also: potency is read from the fitted curve at half-maximal effect; nearly all actives have a fitted effect of over 55% in size
Numbers without * were called inactive; ? = inconclusive; [ ] = another dose, or the depositor's remark. % is scaled to controls: 0 for no effect and ±100 for the full control effect. This is a subset; rates above refer to the full screens.

SMILES | KCNH2 3.1 block | Giardia kill | uPA generation
CN(Cc1ccccc1)C(=O)c1cccc(NC(=O)Cc2ccc(NC(=O)C3CCN(S(=O)(=O)c4cccc([N+](=O)[O-])c4)CC3)cc2)c1 | -14 | 25 | 11%
NC(=O)c1ccc(=O)n(C2OC(CO)C(O)C2O)c1 (centres undefined) | -10 | 15 | -5%
O=C(c1ccc(Cl)c(Cl)c1)N1CCC(=O)N(C(CO)Cc2ccccc2)CC1 (centres undefined) | 7 | -7 | 3%
COc1ccc(-c2ccc3c(c2)[C@@H]2C[C@H](N(C)C(=O)Nc4ccccc4)[C@H]([C@H](C)O)C(=O)N2CC3)cc1 | 2 | 7 | 0%
O=[S@]1Oc2ccccc2-c2ccccc21 | -19 | -16 | -2%
CCOC(=O)c1c(NC(C)=O)sc2c1C1CCN2CC1 | -6 | -19 | -9%
Oc1ccccc1C=NNC(=S)NN=Cc1ccccc1O | 0 | -2 | -9%
CC1CN(C(=O)c2cc(COc3c(F)cccc3F)on2)CCN1C (centres undefined) | -11 | 14 | -14%
COC(=O)C12OCC34C(CC5C(C)=C(O)C(=O)CC5(C)C3C(O)C1O)OC(=O)C(OC(=O)C=C(C)C)C24 (centres undefined) | 35 | ? | -6%
COc1ccc(CNC(=O)[C@@H]2CC=C[C@@H]3CCN(Cc4ccccc4)C(=O)[C@@H]32)cc1 | -3 | -26 | -11%

Some of these compounds in order of formula weight, smallest number first:
SMILES | KCNH2 3.1 block | Giardia kill | uPA generation
O=[S@]1Oc2ccccc2-c2ccccc21 | -19 | -16 | -2%
NC(=O)c1ccc(=O)n(C2OC(CO)C(O)C2O)c1 (centres undefined) | -10 | 15 | -5%
CC1CN(C(=O)c2cc(COc3c(F)cccc3F)on2)CCN1C (centres undefined) | -11 | 14 | -14%
O=C(c1ccc(Cl)c(Cl)c1)N1CCC(=O)N(C(CO)Cc2ccccc2)CC1 (centres undefined) | 7 | -7 | 3%
COc1ccc(-c2ccc3c(c2)[C@@H]2C[C@H](N(C)C(=O)Nc4ccccc4)[C@H]([C@H](C)O)C(=O)N2CC3)cc1 | 2 | 7 | 0%
CN(Cc1ccccc1)C(=O)c1cccc(NC(=O)Cc2ccc(NC(=O)C3CCN(S(=O)(=O)c4cccc([N+](=O)[O-])c4)CC3)cc2)c1 | -14 | 25 | 11%

(further entries)
SMILES | KCNH2 3.1 block | Giardia kill | uPA generation
CC1(C)CC(NC(=O)C2CCN(S(=O)(=O)c3ccc(Cl)c(C(F)(F)F)c3)CC2)CC(C)(C)N1 | -1 | -1 | -12%
C[C@@H]1ON(C)[C@H]2C[C@H]3c4cc(N5CCOCC5)ccc4CCN3C(=O)[C@@H]12 | -14 | -3 | 16%
Cc1c(Cc2ccccc2)sc(NC(=O)Cc2ccccc2)c1C(N)=O | -14 | -7 | 3%
COc1cccc(/C=C/C(=O)OCC(=O)Nc2nnc(-c3ccccc3)o2)c1OC | -12 | -1 | -3%
COc1ccc(C(=O)NC(=S)NNC(=O)c2ccccc2C)cc1 | -8 | 11 | 0%
CC(=NNC(=S)N1CC2CCC(CC2)C1)c1cnccn1 | -16 | 0 | -7%
CCN(CC)c1ccc(S(=O)(=O)N2CCCCC2)cc1NC(=O)CSCc1c(C)noc1C | 13 | 10 | -26%
CSc1ncnc2c1ncn2CC(=O)C1CCC2C3CCC4=CC(=O)CCC4(C)C3CCC12C (centres undefined) | -1 | ? | -13%
CC(=O)Nc1ccc(Nc2cc(C)nc3ccccc23)cc1 | 4 | 2 | 0%
O=C(COc1ccccc1)c1ccccc1 | 0 | 16 | 5%
Oc1cccnc1Sc1cccc(C(F)(F)F)c1 | -5 | 15 | 2%
CC(=O)Nc1ccccc1C(=O)C(=O)Nc1cccc(F)c1 | -3 | 2 | -1%
CCN(CC)C(=O)Cn1cc(S(=O)(=O)CC(=O)Nc2cc(C)on2)c2ccccc21 | 7 | 0 | 2%
O=C(NCC(c1ccco1)N1CCCCC1)c1ccc(COc2ccc(Cl)cc2)cc1 (centres undefined) | -29 | -1 | -11%
Cc1noc(NS(=O)(=O)c2ccc(NC(=O)c3cc(S(=O)(=O)Nc4ccc(F)cc4)ccc3Cl)cc2)c1C | 1 | 36[activator] | -3%
O=C(O)C1Nc2c(Cl)cc(Cl)c(Cl)c2C2C=CCC12 (centres undefined) | -14 | 8 | 2%
CC1=C(C(=O)OCc2ccccc2)C(c2ccc(Br)cc2)NC(=O)N1CCCCCC(=O)O (centres undefined) | 10 | 25 | 1%
CCCCn1c(N)c(N(CC(C)C)C(=O)CSc2nn(-c3ccc(F)cc3)c(=S)s2)c(=O)[nH]c1=O | 13 | 3 | 8%
CC(C)(C)S(=O)(=O)c1ccccc1-c1noc(-c2ccccc2)c1C(N)=O | -2 | -1 | -2%
O=C1C=C(c2cccc3c2oc2ccccc23)CCC1 | 7 | 5 | -12%
O=C(Nc1ccc(N2CCCC2)c(Cl)c1)c1ccc2c(c1)OCCO2 | 9 | -19 | -12%
Cc1ccc(NCCCn2ccc(NC(=O)OCc3ccccc3)nc2=O)cc1C | -23 | -19 | 3%
COc1cnn(-c2ccc([N+](=O)[O-])cc2)c(=O)c1Cl | 14 | 4 | -1%
COc1cc(/C=C/CNC[C@H]2O[C@@H](n3ccc(=O)[nH]c3=O)[C@H](O)[C@@H]2O)ccc1O | 13 | 9 | 20%
CC(C)C[C@@H](CNCC(=O)[C@H](Cc1ccccc1)NC(=O)c1[nH]cnc1C(=O)N[C@H](CN)CC(C)C)NC(=O)c1nc[nH]c1C(=O)N[C@@H](CC(=O)O)C(=O)O | 19 | 5 | -2%
O=[N+]([O-])c1cccc(-c2nnnn2-c2cccc(F)c2)c1 | -19 | -18 | -6%
O=c1[nH][nH]c(=O)c(Cl)c1Cl | 6 | 0 | 5%
O=C(NCCCc1ccccc1)c1cccc(Br)c1 | -15 | 3 | 4%
O=c1oc2ccccc2n1Cc1cccc(C(F)(F)F)c1 | -1 | -19 | 3%
COC(=O)c1ccc(N2C(=O)CC(N3CCN(c4ccccc4)CC3)C2=O)cc1 (centres undefined) | -4 | 1 | 12%
Cc1csc(N2CCCC2c2nc3cc(Cl)c(N4CCCCC4)cc3n2CCOCCO)n1 (centres undefined) | -8 | 3 | -16%
CN1OC[C@@H]2CN(C(=O)C(C)(C)C)[C@H](c3cccc(N4CCOCC4)c3)C[C@@H]21 | -10 | -16 | -2%
CN(C)C(CNC(=O)c1cccc(S(=O)(=O)Nc2ccc(SC(F)F)cc2)c1)c1ccccc1 (centres undefined) | -22 | 19 | -10%
Cn1ccnc1-c1nnn(-c2ccc(F)cc2)n1 | 7 | -15 | -22%
COc1cc(-c2nnc3sc(Cc4ccc(Cl)cc4)nn23)cc(OC)c1OC | 1 | 11 | ?
COc1ccc(C(CNC(=O)c2ccc(C)c(S(=O)(=O)N3CCOCC3)c2)N2CCCC2)cc1 (centres undefined) | -14 | 22 | -29%
O=S(=O)(Nc1ccccc1Cl)c1ccc(-c2ccccn2)s1 | -14 | 9 | -1%
Cc1cn(CC(=O)NCc2ccccn2)c(=O)[nH]c1=O | -7 | -7 | 10%
Cc1cccc(NC(=O)CCCCC(=O)Nc2cccc(C)c2)c1 | 1 | 3 | 4%
CC/C(=C\c1ccc(N(C)C)cc1)c1ccncc1 | 31 | -8 | -7%
CCCN(CC(=O)Nc1ccccc1C)C(=O)c1ccc(N2CCCC(C)C2)c([N+](=O)[O-])c1 (centres undefined) | -7 | -14 | -9%
CCOC(=O)C[C@H]1c2ccccc2S(=O)(=O)N1c1ccccc1 | 4 | 35[activator] | -23%
O=C1NC(=S)SC1=Cc1ccc(Cl)cc1 | 24 | 1 | -11%
O=C(Nc1ccn(CCCNCc2ccccn2)c(=O)n1)OCc1ccccc1 | -13 | 13 | 12%
C[C@@H]1CCC[C@]2(O[C@@H](CCO)C[C@@H](O)[C@@H]2O)O1 | -5 | 4 | 1%
CC(=O)Nc1ccc(S(=O)(=O)N[C@@H](C)C(=O)N2CCN(c3ccccn3)CC2)cc1 | -7 | 9 | 13%
CCOC(=O)c1c(NC(C)=O)sc2c1CCC(C=NCCCN(CC)CC)=C2Sc1ccccc1 | 9 | -6 | -12%
Clc1ccc(C(c2nnnn2C2CCCC2)N2CCN(c3nc4ccccc4s3)CC2)cc1 (centres undefined) | -9 | 17 | 0%
OC1C2CCC(C2)C1CN1CCOCC1 (centres undefined) | 12 | 0 | 2%
CN(C)S(=O)(=O)c1ccc(SCC(=O)Nc2cccc(S(=O)(=O)N3CCCC3)c2)nc1 | -12 | 38[activator] | -6%

Other results
SMILES | KCNH2 3.1 block | Giardia kill | uPA generation
CCCOc1ccc(C(=O)Nc2cc(S(=O)(=O)N3CCOCC3)ccc2N2CCN(CC)CC2)cc1OC | -5 | -2 | 2%
C#CCOCCOCCOCCNc1nc(N2CCN(C(=O)C([C@@H](C)CC)n3cc(C(N)COC(=O)C(F)(F)F)nn3)CC2)nc(N2CCN(C(=O)[C@H](CCCCN)n3cc(C(N)CC(C)C)nn3)CC2)n1 (some centres undefined) | 1 | 33[activator] | -19%
O=[N+]([O-])c1ccccc1Nc1cccc(F)c1 | -14 | -8 | 1%
CCN(C(=O)CSc1nnc(COc2ccccc2F)n1N)c1c(N)n(Cc2ccccc2)c(=O)[nH]c1=O | -19 | 8 | -7%
Cc1ccc(CN2CCN(CCCn3cnc4c(OCc5ccccc5)ncnc43)CC2)cc1 | -97* | -10 | -29%
Cc1ccccc1Cn1nnc2c1C(=O)c1ccccc1C2=O | 8 | ? | -4%
CN(C(=O)c1cccc(NC(=O)Cc2ccc(NC(=O)C3CCCN(C(=O)C4CCC4)C3)cc2)c1)C1CCC1 (centres undefined) | 22 | -25 | 7%
CCC1(C2=CCCCC2)C(=O)NC(=O)N=C1N (centres undefined) | -14 | 13 | -3%
CCOC(=O)C(C)N1CC(=O)N(c2ccccc2)C1=O (centres undefined) | -10 | 13 | 8%
Cc1ccc(C)c(-n2c(Cc3cc(=O)[nH]c(=O)[nH]3)nnc2SCC(=O)NCc2ccco2)c1 | 2 | 31[activator] | 1%
CCN(C(=O)CN1CCCc2cc(C)ccc21)c1c(N)n(Cc2ccccc2)c(=O)[nH]c1=O | 35 | 2 | 5%
CN(CC1CCCN(CCc2ccc(Cl)cc2)C1)C(=O)c1ccco1 (centres undefined) | -79* | 14 | 3%
CC(=O)C1(C)CCC2C3C=C(C)C4=CC(=O)CCC4(C)C3CCC21C (centres undefined) | -14 | 11 | 5%
Cc1cccc(C)c1NC(=O)C1CC2CCC1C2 (centres undefined) | -6 | -13 | -1%
C(CCc1nn[nH]n1)CCC1CCCCC1 | -12 | 19 | -1%
CCc1nc2ccccc2c(=O)n1/N=C/c1ccc(OC)cc1 | 3 | 16 | 3%
O=C(CN1CCN(S(=O)(=O)c2ccc(F)c(Cl)c2)CC1)N1CCc2ccccc2C1 | -17 | 12 | -5%
CCCCC(=O)Nc1cc(OC)c(NC(=S)Nc2ccc(OC)cc2)cc1OC | 13 | 20 | 18%
Cc1ccc(S(=O)(=O)CCC(=O)OCC(=O)N(C)c2ccccc2)cc1 | -4 | 25 | 6%
Cn1c(=O)c2c(nc(CCC3CCCC3)n2C)n(C)c1=O | 4 | -6 | -2%

Compound profiles, as listed above.
`C(CCc1nn[nH]n1)CCC1CCCCC1` is listed with KCNH2 3.1 block = -12; Giardia kill = 19; uPA generation = -1%
`CN(CC1CCCN(CCc2ccc(Cl)cc2)C1)C(=O)c1ccco1` (centres undefined) is listed with KCNH2 3.1 block = -79*; Giardia kill = 14; uPA generation = 3%

Remaining list, next part.
SMILES | KCNH2 3.1 block | Giardia kill | uPA generation
CCC(C)c1nc2c(c(N3CCC3=O)c1-c1ccccc1)CCCC2 (centres undefined) | -13 | 22 | -4%
CC1CCN(c2nc3c(c(=O)[nH]c(=O)n3C)n2CCSc2ncccn2)CC1 | -13 | ? | 12%
Nc1nc(Cl)nc2c1ncn2C1OCC(O)C(O)C1O (centres undefined) | 3 | 3 | 1%
Cc1occc1C(=O)Nc1cccc(/C=C/C(=O)O)c1 | 14 | -1 | -2%
CC(SC(C)C(=O)NN=Cc1cccc(F)c1)C(=O)NN=Cc1cccc(F)c1 (centres undefined) | -9 | -11 | 3%
CN(C(=O)c1cccc(NC(=O)Cc2ccc(NC(=O)C3CCCN(C(=O)CCc4ccccc4)C3)cc2)c1)C1CCCC1 (centres undefined) | 12 | -2 | ?
O=C(Cc1cccc(NC(=O)C2CCCN(C(=O)CCc3ccccc3)C2)c1)Nc1cccc(C(=O)N2CCOCC2)c1 (centres undefined) | -10 | 1 | 9%
O=C(NCCCNC(=O)c1c(Cl)cccc1Cl)c1c(Cl)cccc1Cl | 9 | -1 | 6%
CC1=CC(c2ccccc2)n2ncnc2N1 (centres undefined) | -4 | 14 | -5%
CCOC(=O)C1=C(C)N=c2sc(=C(C)C)c(=O)n2C1c1ccc(N(C)C)cc1 (centres undefined) | -5 | -11 | -4%
CCOC(=O)c1c(NC(=O)COC(=O)CCNS(=O)(=O)c2ccccc2)sc(C(=O)NC)c1C | -5 | 3 | -12%
Cc1ccc(S(=O)(=O)N2CCN(C(=O)CN3C(=O)NC(C)(c4ccc5ccccc5c4)C3=O)CC2)cc1 (centres undefined) | -12 | -4 | -4%

Assay outcomes deposited in PubChem BioAssay by National Center for Advancing Translational Sciences (NCATS).
